Pf apPOL inh – Pf-apPOL inhibitors, biochemical, fluorescence; hit rate 0.25% among 210,000; Recombinant Pf-apPOL, molecular beacon fluorescence, 1.5 h; inhibition, % at 10 µM; Plasmodium falciparum apicoplast DNA polymerase (apPOL); AID 1794808, 2022
mHTT CaM bind – mutant huntingtin-calmodulin interaction inhibitors – biochemical, AlphaScreen, primary screen | AlphaScreen His-mHTT/GST-CaM binding, luminescence | inhibition, % at 15 µM | hit rate 3.6% among 190,000 | AID 1671202, 2021;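 note: 0% = both proteins with DMSO and 100% = one protein alone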
The depositor's hits bear a star; i = inactive; x = not tested or not shown; & = joins results of further samples. Cut-off read from the data, not from the text of the source: active = inhibition above about 50%; inactive = the rest. The list is partial. The share of hits here may be higher or lower than overall.

SMILES | Pf apPOL inh | mHTT CaM bind
CC(C)C(=O)N1CCN(c2nc3c(s2)CC(C(=O)NCC2CCCCC2)CC3)CC1 (configuration not stated) | 2.9 | 5.8
Cc1ccccc1N(C)S(=O)(=O)c1ccc2[nH]cc(C(=O)N3CCCCC3)c(=O)c2c1 | -8.0 | 3.0
O=c1c2ccccc2nc(/C=C/c2ccc([N+](=O)[O-])cc2)n1CCO | -3.2 | 21.6
COc1ccc(-c2nnc3ccc(SCC(=O)Nc4nc(C)cs4)nn23)cc1OC | -8.6 | -0.5
Cc1ccc(NC(=O)N2CCN(Cc3nc4cccnc4n3-c3ccccc3)CC2)cc1C | 5.0 | 5.0
C=CCNC(=O)CN(c1cccc(Br)c1)S(C)(=O)=O | 2.1 | -4.7
COc1ccc(N2C(c3cc(OC)cc(OC)c3)=Cc3ccccc3C2CC(C)=O)cc1 (configuration not stated) | -3.2 | -27.6
COc1ccccc1OCC(=O)N1CCN(c2ccc(F)cc2)CC1 | -4.8 | 7.8
Cc1ccccc1NC(=O)C(=O)N1CCOCC1 | 0.0 | -1.4
Cc1ccc(C(=O)CN2C(C(=O)c3ccccc3)=C(N(C)C)c3ccccc3S2(=O)=O)c(C)c1 | 4.2 | 55.0*
CC(COc1ccc(C(C)C)cc1)NC(=O)C12CC3CC(CC(C3)C1)C2 (configuration not stated) | -13.0 | -9.2
CSc1nnc(-c2nn(C)c3c2CN(C(=O)C2CC2)CC3)n1C | -5.4 | -5.1
CNC(=O)c1cc2cc(OC)ccc2n1CCN(C)C | 0.6 | 2.1
O=c1cc(-c2ccc([N+](=O)[O-])cc2)c2c(O)cc(O)cc2o1 | 0.1 | 9.0
Cc1cccc(CN2CCCN(c3cccc(NC(=O)C(C)C)c3)C2=O)c1 | 0.3 | 4.2
COCCN(CCOC)Cc1c(O)cc(OC)c2c(=O)cc(-c3ccccc3)oc12 | -7.1 | 25.5
CCN1C(=O)NC2(CCN(S(=O)(=O)c3ccc4c(c3)CC(C)N4C(C)=O)CC2)C1=O (configuration not stated) | -3.4 | -1.7
CC/C(=N\NC(=O)c1ccnc(NCCCN2CCOCC2)c1)c1ccc(Cl)cc1O | -16.3 | x
Cn1c(=O)c2c(ncn2CC(=O)NCc2ccco2)n(C)c1=O | -11.0 | -0.7
COC(=O)c1sc(-c2ccc(Cl)cc2)cc1NC(=O)c1ccc2nsnc2c1 | 0.6 | x
CCc1ccccc1S(=O)(=O)N1CCc2c(c(COc3ccccc3)nn2C)C1 | -5.2 | 25.3
Cc1ccc(OCc2nc(-c3ccccn3)no2)cc1C | 9.1 | -3.5
COc1cc(Br)c(CN2CCN(Cc3ccccc3)CC2)cc1OC | -6.1 | 1.1
O=C(NC1CC1)c1ccc(OCC2CCN(C(=O)Cc3ccc(F)cc3)CC2)cc1 | -4.3 | 14.1
COc1ccccc1Nc1ncc2c(n1)CCN(Cc1ccccc1C)C2 | -4.1 | -5.0

Profiles as entered above:
`Cc1ccc(NC(=O)N2CCN(Cc3nc4cccnc4n3-c3ccccc3)CC2)cc1C` is entered as Pf apPOL inh: 5.0; mHTT CaM bind: 5.0
`C=CCNC(=O)CN(c1cccc(Br)c1)S(C)(=O)=O` is entered as Pf apPOL inh: 2.1; mHTT CaM bind: -4.7

Continuation.
SMILES | Pf apPOL inh | mHTT CaM bind
CC1(C)CC(=O)C=C(NCCN2CCN(C(=O)Nc3ccc(Cl)c(Cl)c3)CC2)C1 | -1.4 | 1.0
Cc1[nH]n(-c2ccccc2)c(=O)c1C=NC1CCCCC1 | -7.7 | 1.0
Cc1ccc(-n2c(C)nc3cc(C(=O)O)ccc32)cc1Cl | -4.7 | 21.0
Cc1ccc(S(=O)(=O)c2ccc(C(=O)Nc3ccc(Cl)cc3)cc2[N+](=O)[O-])cc1 | 8.9 | x
Cc1ccc(C(=O)N2CCC(c3nc(C(=O)N4CCOCC4)c(C)o3)CC2)s1 | -4.9 | 6.1
O=C(c1ccc(Br)o1)N1CCN(c2ccc(Cl)cc2[N+](=O)[O-])CC1 | -6.3 | 43.2
O=S(=O)(Nc1ccccc1NS(=O)(=O)c1ccc(F)cc1)c1ccc(F)cc1 | 0.0 | 6.4
CCNC(=S)Nc1cc(Cl)cc(Cl)c1 | -23.7 | x
COc1ccc(-n2nc(C(=O)NCC(=O)Nc3cccc(C)n3)c3ccccc3c2=O)cc1 | 1.0 | 4.0
O=C(CSc1oc(-c2ccccc2)nc1S(=O)(=O)c1ccccc1)Nc1ccc(F)cc1 | -10.2 | -3.0
COc1ccc(CN(C2CCCC2)S(=O)(=O)c2ccccc2Br)cc1 | 7.4 | -33.6
COc1ccc(N2CCN(C(=O)C3CCN(c4cncnc4N(C)C)CC3)CC2)cc1 | -5.7 | 20.0
Cc1cc(C)nc(SC2CCCCC2NS(=O)(=O)c2ccccc2)n1 (configuration not stated) | 5.1&0.3&2.0 | -5.9&4.0&-4.1
C=C(C)C1CC=C(CN2CCN(CCO)CC2)CC1 (configuration not stated) | -1.1 | -1.5
O=C(c1ccc(Cl)cc1)N1N=C(c2ccccc2)CC1(O)C(F)(F)F (configuration not stated) | -10.4 | 54.0*
Cc1cc(C)n(CC(=O)N2CCC(c3nc(-c4ccncc4)no3)C2)n1 (configuration not stated) | -4.9 | 2.8
CCCNC(C)=C(C(=O)OCC)C(=S)Nc1ccc(OCC)cc1 | 4.1 | x
Cc1ccc(CNC(=O)c2cn(-c3ccc(Cl)cc3)nn2)cc1 | -3.0 | -3.5
Cc1cccc(CN2CCCN(c3cccc(NC(=O)c4cccs4)c3)C2=O)c1 | -0.3 | 14.8
CC1=C(C(=O)Nc2cccc(C)n2)C(c2ccsc2)C2=C(CC(C)(C)CC2=O)N1 (configuration not stated) | 1.6 | -0.6
COc1ccccc1NC(=O)C(=O)NCc1ccc(F)cc1 | -3.6 | -9.0
CC(C)(C)c1ccc(C(=O)Nc2ccc(/C(N)=N/O)cc2)cc1 | -10.0 | i
O=C(NCC(=O)N1CCCCC1)C1CCCCC1 | -6.6 | 1.1
Cc1cccc(N2CCN(c3cc(C)c(C#N)c4nc5ccccc5n34)CC2)n1 | -7.2 | -1.0
Fc1ccccc1C1C=C(c2ccc(Br)cc2)Nc2nnnn21 (configuration not stated) | -9.3 | -9.0
(listing goes on)
SMILES | Pf apPOL inh | mHTT CaM bind
COc1cccc(C2=NOC(C(=O)Nc3cccc(C(F)(F)F)c3)C2)c1 (configuration not stated) | -5.7 | -23.8
CCCOc1ccc(/C=C2\C(=O)ON=C2C)cc1OC | -5.6 | 78.0*
C[C@H](CS)C(=O)N1CCC[C@H]1C(=O)O | 9.6 | x
Cc1ccc(Cl)cc1NC(=O)C(Cc1ccccc1)N1C(=O)C2C3C=CC(C3)C2C1=O (configuration not stated) | 0.2 | -3.4
Cc1cc(C)cc(NC(=O)c2ccccc2Br)c1 | 2.7 | -5.1
Cc1cccc(N2C(=O)CSC2c2ccc(F)c(F)c2)c1 (configuration not stated) | -2.9 | -8.0
Cc1ccc(C(NC(N)=O)c2ccccc2)cc1C (configuration not stated) | 4.2 | -4.0
Cc1ccc(N=Cc2sc3ccccc3c2O)cc1 | 13.1 | 5.0
COc1cc(C)c(C)cc1S(=O)(=O)NCC1CCN(c2ncccn2)CC1 | -5.8 | -7.8
CSc1nnc(-c2ccc(Cl)cc2Cl)o1 | -0.6 | -20.2
COc1ccc(-c2nc3ccc([N+](=O)[O-])cc3[nH]2)cc1OC | 0.0 | -0.8
Cn1nc(-c2nc(-c3ccccc3)no2)c2c1CCN(S(=O)(=O)c1ccccc1)C2 | -0.6 | -4.8
CC(=O)c1cccc(S(=O)(=O)N(Cc2ccccn2)Cc2ccco2)c1 | -6.7 | -6.5
O=C(NCc1ccccc1)c1cc2n(n1)CCCN(Cc1cccc(F)c1)C2=O | -0.9 | 3.9
Cc1ccc(NC(=O)C(C)SCc2ccccc2)cc1 (configuration not stated) | 2.1 | -14.2
O=C(NC1CCCCCCC1)C1c2ccccc2C(=O)N1C1CCCC1 (configuration not stated) | -12.8 | 31.0
N#Cc1ccc(C=NNC(=O)c2cnn(-c3ccc([N+](=O)[O-])cc3)c2C(F)(F)F)cc1 | -7.3 | x
CC(=O)C1=C(O)C(=O)N(CC2CCCO2)C1c1ccc(F)cc1 (configuration not stated) | -4.5 | 0.7

17 structures already listed, ordered by formula weight, largest number first.
SMILES | Pf apPOL inh | mHTT CaM bind
Cc1ccccc1N(C)S(=O)(=O)c1ccc2[nH]cc(C(=O)N3CCCCC3)c(=O)c2c1 | -8.0 | 3.0
COCCN(CCOC)Cc1c(O)cc(OC)c2c(=O)cc(-c3ccccc3)oc12 | -7.1 | 25.5
CCc1ccccc1S(=O)(=O)N1CCc2c(c(COc3ccccc3)nn2C)C1 | -5.2 | 25.3
O=C(NCc1ccccc1)c1cc2n(n1)CCCN(Cc1cccc(F)c1)C2=O | -0.9 | 3.9
COc1cc(C)c(C)cc1S(=O)(=O)NCC1CCN(c2ncccn2)CC1 | -5.8 | -7.8
Cc1cccc(N2CCN(c3cc(C)c(C#N)c4nc5ccccc5n34)CC2)n1 | -7.2 | -1.0
Cc1cc(C)nc(SC2CCCCC2NS(=O)(=O)c2ccccc2)n1 (configuration not stated) | 5.1&0.3&2.0 | -5.9&4.0&-4.1
Fc1ccccc1C1C=C(c2ccc(Br)cc2)Nc2nnnn21 (configuration not stated) | -9.3 | -9.0
Cc1ccc(CNC(=O)c2cn(-c3ccc(Cl)cc3)nn2)cc1 | -3.0 | -3.5
Cn1c(=O)c2c(ncn2CC(=O)NCc2ccco2)n(C)c1=O | -11.0 | -0.7
CC(C)(C)c1ccc(C(=O)Nc2ccc(/C(N)=N/O)cc2)cc1 | -10.0 | i
Cc1cc(C)cc(NC(=O)c2ccccc2Br)c1 | 2.7 | -5.1
O=c1cc(-c2ccc([N+](=O)[O-])cc2)c2c(O)cc(O)cc2o1 | 0.1 | 9.0
CNC(=O)c1cc2cc(OC)ccc2n1CCN(C)C | 0.6 | 2.1
CSc1nnc(-c2ccc(Cl)cc2Cl)o1 | -0.6 | -20.2
CCNC(=S)Nc1cc(Cl)cc(Cl)c1 | -23.7 | x
Cc1ccccc1NC(=O)C(=O)N1CCOCC1 | 0.0 | -1.4
